Bioassay records (PubChem)
GBA activity up = increases beta-glucosidase activity in Gaucher fibroblasts; P04062; L444P Gaucher fibroblasts, 4-MU-glucoside fluorescence, 3 days; activation, % at 10 µM; 30,000 compounds, 0.44% hits; in the data active means activation above about 65%;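 further: 0% = vehicle wells and 100% = positive control wells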
Target sequence (P04062 whole entry L483P): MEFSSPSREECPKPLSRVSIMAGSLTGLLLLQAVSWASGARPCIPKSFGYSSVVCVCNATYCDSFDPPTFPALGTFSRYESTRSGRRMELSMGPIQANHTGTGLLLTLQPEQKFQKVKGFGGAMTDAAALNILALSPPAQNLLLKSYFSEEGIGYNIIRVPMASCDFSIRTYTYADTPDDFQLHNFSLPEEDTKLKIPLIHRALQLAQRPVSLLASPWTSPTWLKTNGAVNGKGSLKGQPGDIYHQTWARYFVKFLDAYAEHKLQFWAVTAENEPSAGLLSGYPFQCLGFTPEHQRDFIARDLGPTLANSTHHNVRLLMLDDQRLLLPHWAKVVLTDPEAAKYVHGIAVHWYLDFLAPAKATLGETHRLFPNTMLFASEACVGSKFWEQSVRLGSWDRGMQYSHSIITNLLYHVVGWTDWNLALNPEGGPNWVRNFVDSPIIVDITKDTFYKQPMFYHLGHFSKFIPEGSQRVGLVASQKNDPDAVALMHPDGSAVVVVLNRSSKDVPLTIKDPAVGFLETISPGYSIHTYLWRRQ
* hit, by the source's call.

mol | GBA activity up
Cc1cccc(-c2c3c(=O)n(C)c(=O)n(C)c3c3cccnn23)c1 | 3
O=c1[nH]c(=O)n(CCOc2ccc(Cl)cc2)cc1Br | 26
CCOC(=O)CS(=O)(=O)c1nc(-c2ccccc2)cc(C(F)(F)F)n1 | -1
CCc1cc2c(NC(C(=O)O)C(C)C)ncnc2s1 (stereo not given) | -22
O=C(NCCN1CCOCC1)c1cc(-c2cccs2)on1 | 3
O=C(NC1=NCCS1)c1ccc(OCC2CCCO2)cc1 (stereo not given) | 23
O=C(c1cccc(C(F)(F)F)c1)N1CCCC1 | 4
Cn1c2c(c(=O)n(C)c1=O)C(CC(=O)Nc1ccccc1)C(=O)N2 (stereo not given) | -21
COC(=O)C1=C(N)OC2=C(C(=O)CCC2)C1c1cccs1 (stereo not given) | -10
COc1ccc(N2CCN(c3ccc(NC(=O)c4ccc5c(c4)OCO5)cc3C#N)CC2)cc1 | -41
CCc1nnc(NC(=O)c2ccc(S(=O)(=O)N3CCN(Cc4ccccc4)CC3)cc2)s1 | -3
COc1cc(S(=O)(=O)NCCN2CCOCC2)c(OC)cc1Cl | -12
CCOC(=O)N1CCN(C(=O)c2ccc(S(=O)(=O)c3ccc(C)cc3)c(NC(C)=O)c2)CC1 | -2
CCOC(=O)c1sc2nc(N3CCCC3)c3c(c2c1N)CC(C)(C)OC3 | 5
Cc1ccc(C(=O)N2CCN(C(=O)c3ccc(C)c(C)c3)C(C)C2)cc1C (stereo not given) | -2
Cc1noc(C)c1CSc1nc2[nH]ncc2c(=O)n1-c1ccccc1 | -12
COc1cc(CC(=O)Nc2sccc2C(N)=O)cc(OC)c1OC | -41
O=C(O)Cc1ccc(-c2ccccc2)cc1 | -5
Cc1cc(N2CCOCC2)nc(NCc2ccccc2)n1 | -5
COc1cccc(Nc2nc(N)nc(C(F)(F)F)n2)c1 | 0
N=c1n(CCO)c2ccccc2n1CCOc1ccccc1 | -10
CCCn1c(=O)c2ccccc2n2c(SCc3cc(=O)n4ccsc4n3)nnc12 | 9
COc1ccc(-c2nc(C3CCCCC3)no2)cc1OC | 59
Cc1ccccc1NC(=O)C1CCCN1C(=O)NC1CCCCC1 (stereo not given) | -33
O=C(Nc1ccc(C(=O)N2CCCC2)cc1)c1ccccc1F | -5
COc1ccc(N(CC(=O)NCCSc2ccccn2)S(C)(=O)=O)cc1Cl | -27
CC(=O)c1cccc(NC(=O)c2ccco2)c1 | -12
CCOC(=O)C1=C(C)N=C2SC(C)C(=O)N2C1c1ccc(OC(C)=O)c(OCC)c1 (stereo not given) | -13
Cc1ccccc1-n1nnnc1SCC(N)=O | 1
CCOC(=O)N1CCN(C(=O)CN(c2cccc(C)c2)S(=O)(=O)c2ccccc2)CC1 | 6
CN(C)c1cccc2c(S(=O)(=O)Nc3ccccn3)cccc12 | -11
CC(=O)CC1OC(=O)C(Br)=C1NCc1ccccc1 (stereo not given) | -88
COc1ccccc1-c1nnc(SCC(=O)OC(C)C)o1 | -4
CCN(CCCNC(=O)C1CCCN(S(=O)(=O)CC)C1)c1cccc(C)c1 (stereo not given) | 4
COc1ccc(S(=O)(=O)N2CCC(C(=O)Nc3ccccc3C)CC2)c2cccnc12 | -13
O=S(=O)(NC1CC1)c1cccc(S(=O)(=O)N2CCCC2)c1 | -17
CC(C)(C)C1CCC(OC(=O)c2ccncc2)CC1 (stereo not given) | -13
CC(=NCc1ccco1)c1c(O)n(C2CCCCC2)c(=O)[nH]c1=O | -4
O=C(NCc1ccc2c(c1)OCO2)c1ccc2c(=O)n(C3CCCC3)c(=O)[nH]c2c1 | -3
COc1cccc(C2=CC(c3ccc(C)cc3)n3ncnc3N2)c1 (stereo not given) | 16
CCCc1cn(S(=O)(=O)c2ccc(OC)cc2OC)nc1N | 16
COCCNC(=O)CN1CCN(C(c2ccccc2)c2ccccc2)CC1 | 7
O=C(CSc1nc(-c2ccccc2)nc2c1CCCC2)N1CCOCC1 | -11
O=C(CCCCCNc1nc(=S)[nH]c2ccccc12)N1CCN(c2ccccn2)CC1 | -30
CCn1nnnc1-c1ccc(OC)c(S(=O)(=O)N2CCCCC2)c1 | -26
CC1CCCC(C)N1CCNC(=O)Cn1nc(-c2ccccc2)ccc1=O (stereo not given) | -6
CCc1ccc(OCC(=O)N(C)C2CCS(=O)(=O)C2)cc1 (stereo not given) | -5
Cc1cc(C)nc(SC2=CS(=O)(=O)c3ccccc32)n1 | -25
O=C1c2ccccc2C(=O)N1Cc1nc2ccccc2c(=O)n1CCN1CCOCC1 | -11
CCN(CC)C(=O)CN(C#N)c1nc(OC)nc(N(C)C)n1 | 5
Nc1cc(C(=O)OCC(=O)NCc2ccco2)ccc1Cl | -3
Cc1cccc2cc(COC(=O)c3ccco3)c(=O)[nH]c12 | -5
CS(=O)(=O)NCCCc1ccccc1 | -11
CCN(Cc1cc2ccc(C)cc2[nH]c1=O)C(=O)c1ccncc1 | -3
CCOC(=O)C1CCCN(S(=O)(=O)c2ccc(Br)c(OC)c2)C1 (stereo not given) | -6
O=C(CSc1nnc(-c2ccccc2)o1)c1ccc2c(c1)OCCO2 | -9
O=C(c1ccco1)N1c2ccccc2Sc2ccccc21 | 0
Cc1noc(C)c1S(=O)(=O)Nc1ccc(C(=O)NC2CCCCC2)cc1 | 18
Cc1ccc(-c2[nH]n3c(=O)c4c(nc3c2C)CCCC4)cc1 | -2
CC(C)Nc1nc(NC(C)C)nc(N(C)C#N)n1 | -9

Filtered by structure, those above containing bromine (three)
mol | GBA activity up
O=c1[nH]c(=O)n(CCOc2ccc(Cl)cc2)cc1Br | 26
CC(=O)CC1OC(=O)C(Br)=C1NCc1ccccc1 (stereo not given) | -88
CCOC(=O)C1CCCN(S(=O)(=O)c2ccc(Br)c(OC)c2)C1 (stereo not given) | -6

The listing continues.
mol | GBA activity up
O=C(N1CCOCC1)C(F)(F)C(=O)N1CCOCC1 | 9
N#Cc1c(SCC(N)=O)nsc1SCc1ccccc1Cl | -21
COc1cccc2cc(C(=O)C3=C(O)C(=O)N(CCN(C)C)C3c3ccc(F)cc3)oc12 (stereo not given) | -3
Clc1ccc(-c2nnc(-c3ccccc3)o2)c(Cl)c1 | 6
CCOc1ccc(NS(=O)(=O)c2ccc(OCC(=O)NCCCOC)cc2)cc1 | -10
O=C(c1cccc2c1C(=O)N(Cc1cccnc1)C2)N1CCN(c2ccccc2)CC1 | 3
O=C(NCC(=O)N1CCC(N2CCCCC2)CC1)C1CCCCC1 | -12
O=C(CN1CCSCC1)N1CCc2[nH]c3ccc(Br)cc3c2C1 | 7
Cn1c(N2CCCC2)nc2c1c(=O)n(Cc1cccc(F)c1)c(=O)n2C | -16
N#CC1=C(N)SC(N)=C(C#N)C1c1c(Cl)cccc1Cl | -4
O=S(=O)(NCc1cn2ccccc2n1)c1cc(F)ccc1F | -10
COc1ccc(C2C(C(=O)NCc3ccco3)CCC(=O)N2c2ccc(OC)cc2)cc1 (stereo not given) | 3
COc1ccc(C(=O)NCCn2ccc3ccccc32)c(OC)c1 | 1
Cc1ccc(C)c(-c2nnc(OCC(=O)Nc3cc(C)on3)c3ccccc23)c1 | -27
CCOc1ccccc1NC(=O)C1CCCN(S(=O)(=O)c2cccc3nsnc23)C1 (stereo not given) | -7

Other compounds.
Structure | GBA activity up
Cc1nc2cc(CO)ccc2s1 | -3
CCOc1ccccc1-c1nc(-c2ccc(NC(=O)Cc3ccccc3OC)cc2)no1 | 17
CCC(=O)N1CCc2cc(Br)cc(S(=O)(=O)CCC(=O)NCC3CCCO3)c21 (stereo not given) | -16
CC1(C)CC(=O)C2=C(C1)NC(SCC(=O)Nc1ccccc1)=C(C#N)C2c1ccco1 (stereo not given) | -8
N#C/C(=C\C1CC=CCC1)c1nc2ccccc2[nH]1 (stereo not given) | -21
O=C(OCC(=O)N1CCCC1)c1ccccc1OCc1ccccc1 | -7
CCOC(=O)c1cc(C)n(-c2c(C)n(C)n(-c3ccccc3)c2=O)c1C | 5
Cc1cccc(N(Cc2nnc3n2CCCCC3)C(=O)Nc2ccccc2)c1 | -16
Cn1cccc1C(=O)NS(=O)(=O)c1ccccc1Cl | 18
Cc1ccc2cc(CN(CCO)Cc3nnnn3Cc3ccc(F)cc3)c(=O)[nH]c2c1 | -25
COc1cccc(/C=N/n2c(-c3ccco3)nc3ccccc3c2=O)c1 | -6
CCOC(=O)CCNC(=O)Nc1ccc2nc(C)n(Cc3cccc(Cl)c3)c(=O)c2c1 | -4
CC(=O)C1=C(C)N=c2s/c(=C/c3ccc4c(c3)OCO4)c(=O)n2C1c1ccc(N(C)C)cc1 (stereo not given) | 51
CCOC(=O)Cc1csc(NC(=O)c2c(O)c3ccccc3n(C)c2=O)n1 | 7
O=C(CSc1ncnc2c1oc1ccccc12)Nc1ccccc1C(F)(F)F | -19
Cc1ccc(N(Cc2ccco2)C(=O)c2cccc(S(=O)(=O)N(C)C)c2)cc1 | -16
O=S(=O)(Cc1ccccc1)Nc1ccc(S(=O)(=O)NCC2CCCO2)cc1 (stereo not given) | -14
Nc1cc(OC(=O)c2cccs2)nn1S(=O)(=O)c1ccccc1 | -49
COc1ccc(C(=O)CN2C(=O)C(C)(C)Oc3ccc(C(=O)N4CCCCCC4)cc32)cc1 | -2
CCOC(=O)c1cc(NC(=O)c2cnccn2)cc(C(=O)OCC)c1 | 13
COc1ccc(N2CCN(CCCNC(=O)CN3CCN(Cc4ccccc4C)C3=O)CC2)cc1 | -41
COCCn1c(C2CCCCC2)nc2sc3ccccc3c(=O)c2c1=O | -25
CCCn1c(N2CCN(S(=O)(=O)Cc3ccccc3)CC2)nc2ccccc21 | -14
O=C(Nc1ccc(Br)c(Cl)c1)C1CC1 | -1
Cc1ccccc1Cn1nc(C)c(NC(=O)c2noc3c2CCCC3)c1C | -24
COc1cccc(N2C(=O)C(CC(=O)Nc3ccccc3)N(C3CCCCC3)C2=O)c1 (stereo not given) | -27
Cc1ccc(CNc2nc3ccccc3s2)s1 | 1
CCOC(=O)Cn1nc(-c2ccc(C)cc2)ccc1=O | -4
Cc1cccc(-c2noc(CN(C(=O)C34CC5CC(CC(C5)C3)C4)C(C)C)n2)c1 | -17
Cc1cc(C)nc(SCc2n[nH]c(=S)n2C)n1 | -40
O=C(CSc1nc2ccccc2o1)N1CCN(c2ccc(Cl)cc2)CC1 | -3
COC(=O)c1ccc(CN(c2ccc(C)cc2)S(=O)(=O)c2ccc3c(c2)OCCO3)o1 | 0
CN(Cc1ccccc1)C(=O)CCC(=O)N(C)Cc1ccccc1 | -12
COc1ccc(S(=O)(=O)N(CC(=O)Nc2cc(C)on2)Cc2ccccc2)cc1 | -5
CCN(C)c1ccc(/C=N\n2nnnc2N)cc1 | -7
COC(=O)c1sc(S(=O)(=O)NCc2cccs2)c(C(=O)OC)c1C | -7
CCc1nnc(NC(=O)CSc2nccn2-c2ccccc2)s1 | -3
O=C(Nc1ccccc1N1CCCC1)c1ccc(Br)o1 | -21
Cc1nc2nc[nH]n2c(=O)c1NC(=O)CCc1ccccc1 | 0
C=CCn1c(Cc2nc3ccccc3[nH]2)n[nH]c1=S | -40
CC(=O)OC1(C(F)(F)F)Oc2ccccc2NC1=O (stereo not given) | -12
Cc1cc(C)nc(N2CCCC(C(=O)NC(C)CCc3ccco3)C2)n1 (stereo not given) | 3
CC(C)C(=O)c1cn(CC(=O)NCC2CCCO2)c2ccccc12 (stereo not given) | -17
COc1cccc(C2=NOC(C(=O)N3CCN(Cc4ccccc4)CC3)C2)c1OC (stereo not given) | -2
CS(=O)CCC(NS(=O)(=O)c1ccccc1)C(=O)O (stereo not given) | -37
CCOC(=O)CSc1nc(C)cc(=O)[nH]1 | -3
O=C1NC2(CCOc3ccccc32)C(=O)N1CC(=O)N(Cc1ccccc1)C1CCS(=O)(=O)C1 (stereo not given) | -20
Cc1ccc(-c2noc(CCCC(=O)N3CCOCC3)n2)cc1 | 3
O=c1c(-c2ccc3c(c2)OCCO3)coc2cc(O)cc(O)c12 | -1
COc1ccc(NC(=O)C2CCN(c3cc(-c4ccccc4)nc4ncnn34)CC2)cc1OC | -13
CCCN(CCC)S(=O)(=O)c1ccc(C(=O)Nc2nnc(-c3cccc(OC)c3)o2)cc1 | 4
O=C(COc1ncnc2ccccc12)N1CCOCC1 | 0
CCN(CC)S(=O)(=O)N1CCC(C(=O)NCc2ccc(C)cc2)CC1 | -19
Cc1ccc(NC(=O)C2CCCN(S(=O)(=O)c3c(C)noc3C)C2)c(C)c1 (stereo not given) | 15
Cc1nn(-c2ccccc2)c2sc(C(=O)N(Cc3ccco3)C(C)C(=O)NC(C)(C)C)cc12 (stereo not given) | 5
O=C(NCCC1=CCCCC1)C1CCCN(c2nc3ccccc3o2)C1 (stereo not given) | 1
O=C1CC(c2ccc(Cl)cc2)CC(O)=C1C=NCCN1CCNCC1 (stereo not given) | -14
O=S(=O)(c1cccc2nsnc12)N1CCc2ccccc21 | -14
CC(C)OCCCNC(=O)Cn1ncc2c(=O)oc3ccccc3c21 | 16
COC(=O)c1ccc(C(=O)OC)c(NC2=NS(=O)(=O)c3ccccc32)c1 | -2

Molecules shown so far that have a furan ring, fused or not (15):
Structure | GBA activity up
CC(=O)c1cccc(NC(=O)c2ccco2)c1 | -12
CC(=NCc1ccco1)c1c(O)n(C2CCCCC2)c(=O)[nH]c1=O | -4
Nc1cc(C(=O)OCC(=O)NCc2ccco2)ccc1Cl | -3
Cc1cccc2cc(COC(=O)c3ccco3)c(=O)[nH]c12 | -5
O=C(c1ccco1)N1c2ccccc2Sc2ccccc21 | 0
COc1cccc2cc(C(=O)C3=C(O)C(=O)N(CCN(C)C)C3c3ccc(F)cc3)oc12 (stereo not given) | -3
COc1ccc(C2C(C(=O)NCc3ccco3)CCC(=O)N2c2ccc(OC)cc2)cc1 (stereo not given) | 3
CC1(C)CC(=O)C2=C(C1)NC(SCC(=O)Nc1ccccc1)=C(C#N)C2c1ccco1 (stereo not given) | -8
COc1cccc(/C=N/n2c(-c3ccco3)nc3ccccc3c2=O)c1 | -6
O=C(CSc1ncnc2c1oc1ccccc12)Nc1ccccc1C(F)(F)F | -19
Cc1ccc(N(Cc2ccco2)C(=O)c2cccc(S(=O)(=O)N(C)C)c2)cc1 | -16
COC(=O)c1ccc(CN(c2ccc(C)cc2)S(=O)(=O)c2ccc3c(c2)OCCO3)o1 | 0
O=C(Nc1ccccc1N1CCCC1)c1ccc(Br)o1 | -21
Cc1cc(C)nc(N2CCCC(C(=O)NC(C)CCc3ccco3)C2)n1 (stereo not given) | 3
Cc1nn(-c2ccccc2)c2sc(C(=O)N(Cc3ccco3)C(C)C(=O)NC(C)(C)C)cc12 (stereo not given) | 5

This is a subset. The share of hits here may be higher or lower than overall.
